NR1D1 modulator: modulates human Rev-erb alpha binding to DNA | 370,000 compounds, 0.79% hits | activity, % at 10 µM | P20393 | AID 1259318 | Rev-erbα–FITC-DNA binding, fluorescence polarization, 90 min;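 active = activity above about 14%, limit read from the data; passing the limit was not always enough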;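 also: 0% = DMSO wells with 35 nM protein and 100% = DMSO wells with 750 nM protein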
Target sequence (P20393 whole entry, looked up): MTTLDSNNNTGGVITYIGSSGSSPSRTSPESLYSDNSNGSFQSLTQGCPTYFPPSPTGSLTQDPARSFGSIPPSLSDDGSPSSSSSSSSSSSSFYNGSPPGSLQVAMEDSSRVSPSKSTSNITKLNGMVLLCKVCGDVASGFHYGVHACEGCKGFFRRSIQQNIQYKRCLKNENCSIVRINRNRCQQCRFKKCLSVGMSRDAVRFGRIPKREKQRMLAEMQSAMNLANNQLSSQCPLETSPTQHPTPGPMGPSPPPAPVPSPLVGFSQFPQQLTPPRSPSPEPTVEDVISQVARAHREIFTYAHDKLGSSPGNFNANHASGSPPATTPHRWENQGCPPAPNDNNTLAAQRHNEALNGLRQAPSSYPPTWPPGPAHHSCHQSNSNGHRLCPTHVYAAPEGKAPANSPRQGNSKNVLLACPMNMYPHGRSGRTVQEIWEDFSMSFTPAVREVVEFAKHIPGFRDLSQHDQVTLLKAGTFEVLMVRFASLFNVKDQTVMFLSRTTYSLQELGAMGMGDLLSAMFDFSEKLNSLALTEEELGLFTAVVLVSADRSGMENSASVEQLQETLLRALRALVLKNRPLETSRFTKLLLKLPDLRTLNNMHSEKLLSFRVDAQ
proKLK7 act: proKLK7 (human) activation, primary screen; 370,000 compounds, 0.9% hits; purified proKLK7, EDANS-DABCYL substrate fluorescence; 100% is mature enzyme control, 0% vehicle; activation, % at 7 µM; P49862;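 active = activation above the mean of all tested compounds plus 3 SD, computed per campaign excluding outliers beyond control limits, cut at about 13% in these data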
HGIII-sPLA2 inh: Blocks human group III sPLA2 activity; inhibition, % at 12.2 µM; QFRET BODIPY PC-A2 liposome hydrolysis, fluorescence; AID 743126; 370,000 compounds, 0.56% hits;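 active = inhibition above mean plus 3 SD of compounds lying within the high and low control bounds, cut at about 19% in these data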;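 also: 0% = median of test compound wells and 100% = no enzyme DMSO wells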
ARFGAP1 inhibitor: inhibits rat ARF GTPase activating protein 1; Arfgap1-stimulated ARF1 GTP hydrolysis, GDP FP detection; inhibition, % at 16.5 µM; 360,000 compounds, 0.26% hits; Q62848; AID 651572;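 active = inhibition above a per-plate limit, mean inhibition of low control wells plus 3 SD, cut at about 25% in these data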;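 also: 0% = DMSO wells with enzyme and 100% = wells lacking Arfgap1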
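Material – truncated rat Arfgap1 GAP domain · Buffer or medium – HEPES-based buffer, pH 7.5 · Reagent – human ARF1(Δ1-17)-GTP substrate · Dosing – 16.5 µM single point, 1.26% DMSO · Schedule – GTP hydrolysis reaction 2 h at 25 °C · Technique – GDP detection by fluorescence polarization · Benchmarks – No-Arfgap1 wells (100%) versus DMSO full-reaction wells (0%) · Repeats – single replicate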
DDE Tn6 FP inh: DD(E)-Tn6 binding inhibition, primary FP screen. P02675. Fibrin DD(E) TRITC-Tn6 fluorescence polarization displacement. inhibition, % at 8.3 µM. 370,000 compounds, 0.21% hits. AID 720509;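 active = inhibition above a per-campaign cutoff: mean of compounds within control limits plus 3 SD, cut at about 15% in these data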;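 also: 0% = median of all compound wells on the plate and 100% = blocking peptide control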
UHRF1 binding: human UHRF1 methylated DNA binding inhibitors; AID 687016; 370,000 compounds, 0.75% hits; UHRF1 binding to methylated oligo, TR-FRET; inhibition, % at 4.4 µM; in the data active = inhibition above about 21%;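 also: UHRF1 SRA domain binding a hemimethylated CpG hairpin DNA probe; 0% = median of test compound wells and 100% = reference inhibitor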
Tn7 DDE FP: disrupts Tn7 cyclic peptide binding to fibrin D-Dimer-E complex; FP displacement of FITC-Tn7 peptide from fibrin DD(E); 0% = median of compound wells per plate; P02675; AID 720508; 370,000 compounds, 0.13% hits; inhibition, % at 8.3 µM;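 active = inhibition above the mean of compounds falling within the control limits plus 3 SD of them, cut at about 14% in these data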;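 also: 0% = plate median of compound wells and 100% = 10 µM Aha-Tn7 peptide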
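Also added: labelled Tn7 tracer, 0.1 µM; Assay system: human fibrin DD(E) protein; Amount: 2 µM fibrin DD(E); Schedule: 10 min compound pre-incubation, 3 h probe incubation at room temperature; Repeats: one replicate per compound; Read-out basis: percent inhibition; Measured by: fluorescence polarization of the labelled Tn7 tracer.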
PLC-gamma1 inh: PLC-gamma1 (human) inhibition, primary screen | inhibition, % at 12.2 µM | purified PLC-gamma1, fluorogenic substrate, fluorescence | 370,000 compounds, 0.84% hits | P19174; in the data active = inhibition above about 9.5%
PLC-beta3 inh: blocks human PLC-beta3 enzyme activity. 370,000 compounds, 0.18% hits. AID 720704. inhibition, % at 12.2 µM. Q01970. Purified PLC-beta3, fluorogenic substrate, fluorescence; in the data active = inhibition above about 11%;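 also: 0% = median of compound wells on plate and 100% = full blocker control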
ASAP1 inh: blocks human ASAP1-stimulated Arf1 GTP hydrolysis. Q9ULH1. GDP FP detection. inhibition, % at 16.5 µM. 360,000 compounds, 0.19% hits; in the data active = inhibition above about 25%;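 also: 0% = vehicle with enzyme and substrate and 100% = no enzyme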
Target sequence (Q9ULH1 325-724 limits assumed): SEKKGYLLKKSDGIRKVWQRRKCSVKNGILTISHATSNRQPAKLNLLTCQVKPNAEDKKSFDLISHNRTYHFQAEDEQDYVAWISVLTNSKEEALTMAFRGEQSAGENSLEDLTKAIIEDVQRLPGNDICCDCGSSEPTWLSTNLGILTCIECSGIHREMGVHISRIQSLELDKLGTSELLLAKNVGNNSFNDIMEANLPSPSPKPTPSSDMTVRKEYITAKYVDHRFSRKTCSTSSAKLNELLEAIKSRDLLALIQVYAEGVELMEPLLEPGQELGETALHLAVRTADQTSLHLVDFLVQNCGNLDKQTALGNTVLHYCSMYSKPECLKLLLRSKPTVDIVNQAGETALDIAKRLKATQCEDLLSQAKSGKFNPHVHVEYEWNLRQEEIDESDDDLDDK
Active calls of the source: *; i = inactive; x = no result given. This is a random part of the collection; overall some 4.5% were active at least once.

NR1D1 modulator,proKLK7 act,HGIII-sPLA2 inh,ARFGAP1 inhibitor,DDE Tn6 FP inh,UHRF1 binding,Tn7 DDE FP,PLC-gamma1 inh,PLC-beta3 inh,ASAP1 inh,Molecule
7,-0.3,-1,7,-2,-2,-10,0,-7,-5,Cc1cc2ncn(-c3ncnc4scc(-c5ccccc5)c34)c2cc1C
-1,4.3,-1,10,1,-1,-2,-197,-202,1,C/C(O)=c1/cnc2nc3ccccc3n2c1=O
0,-0.1,-6,7,-7,4,3,-4,-4,-4,CCCc1cc(=O)[nH]c(SCC(=O)N(C)CC(=O)Nc2ccc(C)cc2)n1
-1,0.0,5,17,3,0,-1,-3,-6,-14,C=CCn1c(=S)[nH]c2cc(C(=O)NCCc3ccc(S(N)(=O)=O)cc3)ccc2c1=O
-4,-0.4,-25,0,-7,0,-4,1,-5,10,Cc1nnc(SCC(=O)NC(=O)Nc2ccc3c(c2)OCCO3)s1
3,-0.4,4,5,-5,-1,-1,0,1,11,Cc1cc(-n2nc(C)cc2C)n2nc(C)c(-c3ccc(Cl)cc3)c2n1
1,0.3,4,2,3,-2,4,-2,-6,9,N#Cc1c(NC(=O)C2CC(c3ccccc3Cl)=NO2)sc2c1CCC2 (centres undefined)
-4,0.6,-23,-9,-8,-2,-1,-2,-3,7,CN(C)/C=C(/C(=O)c1ccc(Cl)cc1Cl)S(=O)(=O)c1ccc(Cl)cc1
0,0.4,-8,6,6,-1,5,-1,-2,-11,CCC(=O)N1CCc2cc(S(=O)(=O)Nc3ccccc3C)ccc21
-2,0.5,5,4,-2,-3,3,0,-6,-16,CCOc1ccccc1NC(=O)N1CCCC1C(=O)NCc1ccco1 (centres undefined)
-1,0.2,2,-2,-1,0,-5,-3,-6,2,Cc1[nH]c(=S)sc1Cc1ccc(Cl)c(Cl)c1
-1,0.3,0,13,5,-2,3,1,2,-5,O=c1c2ccccc2nnn1CSc1nc2ccccc2[nH]1
-3,-0.1,9,-8,1,-2,-1,6,-7,7,Cc1cnc(C(=O)OCC(=O)c2ccccc2)cn1
-1,-0.2,12,1,-7,3,-1,3,-12,-1,Cc1csc(NC(=O)CSc2nc3nc(C)cc(C)n3n2)n1
5,-0.8,-18,-18,-3,-1,12,1,0,-6,Cc1ccc2sc(N(CCCN(C)C)C(=O)c3ccc(S(=O)(=O)N(C)C4CCCCC4)cc3)nc2c1C
5,-0.2,-45,20,0,4,-9,-6,-7,-6,O=C(Nc1cccc(C(F)(F)F)c1)c1ccc(Cn2cc(Br)cn2)o1
-2,-0.1,5,8,4,0,1,-1,2,8,CC(NC(=S)NCc1ccc(F)cc1)C12CC3CC(CC(C3)C1)C2 (centres undefined)
3,-7.7,-3,2,3,1,1,-32,-45,0,CCCc1ccc(NC(=O)C2CCN(c3cnccn3)CC2)cc1
-2,-0.1,-42,5,0,6,3,1,5,2,O=S(=O)(NCc1ccccc1)c1ccc(S(=O)(=O)N(Cc2ccccn2)C2CCCC2)cc1
5,-1.1,-12,3,3,-2,5,-6,-6,3,COc1ccccc1NS(=O)(=O)c1cc(NC(=O)c2cc(F)c(F)c(F)c2F)ccc1N1CCOCC1

Brought forward from above: 2 entries, then new ones.
NR1D1 modulator,proKLK7 act,HGIII-sPLA2 inh,ARFGAP1 inhibitor,DDE Tn6 FP inh,UHRF1 binding,Tn7 DDE FP,PLC-gamma1 inh,PLC-beta3 inh,ASAP1 inh,Molecule
-2,-0.1,-42,5,0,6,3,1,5,2,O=S(=O)(NCc1ccccc1)c1ccc(S(=O)(=O)N(Cc2ccccn2)C2CCCC2)cc1
5,-1.1,-12,3,3,-2,5,-6,-6,3,COc1ccccc1NS(=O)(=O)c1cc(NC(=O)c2cc(F)c(F)c(F)c2F)ccc1N1CCOCC1
-8,-0.7,-4,-13,3,-1,-1,0,3,-6,COc1ccc(N(CC(=O)Nc2ccc3c(c2)OCO3)S(C)(=O)=O)c(OC)c1
8,-0.2,-9,2,-1,0,-2,3,-2,12,Cc1cccc2c(N=Nc3ccc(S(=O)(=O)Nc4ccc(Cl)cc4)cc3[N+](=O)[O-])c(O)[nH]c12
-2,0.5,-21,14,-7,-4,-5,3,1,-3,O=C(CSc1nnnn1-c1ccc(Cl)cc1)NC(=O)Nc1ccc2c(c1)OCCO2
0,0.6,-13,-23,7,-1,4,-4,-1,0,CN1CC(=O)N2[C@H](c3ccc4c(c3)OCO4)c3[nH]c4ccccc4c3C[C@@H]2C1=O
1,0.1,2,2,-1,1,8,2,2,3,CCc1cccc(CC)c1NC(=O)C[n+]1cccc(C(N)=O)c1
-2,-0.4,4,-4,-6,-4,-3,13*,3,16,COc1ccc2c(OC)cc(=O)n(C)c2c1
-8,0.2,-22,3,2,-4,-5,4,-5,9,CCc1ccc(-c2cc(C)no2)cc1S(=O)(=O)NCCc1ccc(OC)c(OC)c1
0,0.4,-2,4,1,-2,-6,2,-1,0,COc1ccc(C(=O)Nc2ccc(NC(=O)c3ccccc3)cc2)cc1S(=O)(=O)N1CCOCC1
2,-0.6,-3,-15,1,4,-1,-2,4,-2,COC(=O)c1[nH]nc(C(=O)OC(C)(C)C)c1-c1ccccc1
-5,-0.6,17,-1,0,2,4,3,-5,0,Cc1cc(C)cc(OCc2nnc(SCC(=O)NC3CC3)n2C)c1
2,0.4,3,-14,-6,0,-4,3,2,-3,OCC1(Cc2ccccc2C(F)(F)F)CCN(Cc2ccncc2)CC1
0,-0.1,2,-6,-2,-4,0,-3,3,7,CC(/C=N/NC(=O)c1ccncc1)=C\c1ccc(C(C)C)cc1
4,0.3,11,-2,0,3,-6,-3,-2,-3,COc1ccc(NC(=O)c2cnn(-c3ccccc3)c2C)c(OC)c1
1,-0.2,4,12,5,6,3,4,-10,-2,O=C(Cc1ccccc1Cl)Nc1ccc(S(=O)(=O)N2CCOCC2)cc1
-1,1.2,12,6,3,0,4,2,2,-2,O=C(NCC(c1ccco1)N1CCc2ccccc21)c1ccc([N+](=O)[O-])cc1 (centres undefined)
28*,-3.9,7,4,-1,-1,-1,-7,-10,-21,COC(=O)c1cc(Cl)c(NC(=O)c2cc3ccccc3o2)cc1OC
12,1.2,4,0,-9,0,-6,0,-2,-3,Cc1cc(C)c2c(CN3CCCCCCC3)cc(=O)oc2c1
2,0.0,4,3,-5,-1,2,1,3,-1,OCC(O)C1OCOC(C(O)CO)C1O (centres undefined)
6,0.4,4,-12,4,-1,5,1,-1,-5,O=C(Nc1c(C(=O)N2CCOCC2)oc2ccccc12)c1cccc([N+](=O)[O-])c1
0,-0.1,0,5,-5,-1,0,1,-8,7,O=C(COc1ccc(Br)cc1CNCCc1ccccc1)NCc1ccccc1
2,-0.1,0,-1,-2,3,-1,-1,-2,4,CCOC(=O)Cc1csc(NC(=O)c2cc(C)cc(C)c2)n1
35*,-0.4,4,-4,-4,-3,-1,3,6,6,COc1ccc(OC)c(NC(=O)C2CCN(c3cc(-c4ccccc4)nc4ncnn34)CC2)c1
-6,-0.1,-2,-4,7,-1,-1,4,1,-3,OCC1(CO)CCCC(CO)(CO)C1O
-1,-0.1,-9,-6,2,0,0,-1,-3,7,CC(C)NC(=O)Cn1cc(C(=O)COc2ccccc2)c2ccccc21
-4,0.4,-5,8,-9,-1,-1,1,-65,18,O=C(c1ccccc1F)N1CCCc2ccccc21
3,-0.3,12,7,6,3,4,5,0,-1,O=C(NC(=S)NCC1CCCO1)c1ccccc1Br (centres undefined)
-1,0.0,-1,4,0,-3,-1,-1,2,4,COC(=O)c1ccc(CNC(=O)CSc2nnc(COc3ccccc3)n2C)o1
0,-8.6,17,1,3,-1,-1,-61,-106,9,COCCCNC(=S)N/N=C/c1ccc(N(C)C)cc1Cl
-6,0.1,-5,x,4,1,2,-1,-4,x,COc1ccccc1N1CCN(C(=O)c2ccc3c(c2)nc(C)n3-c2cc(OC)c(OC)c(OC)c2)CC1
-1,-0.5,3,-3,1,-1,5,-1,-6,3,O=C(CCCNC(=O)c1ccc(Cl)cc1)Nc1cccc(F)c1
-2,-0.5,-16,-3,-7,3,-14,-111,-167,-9,Cc1ccc(C2C(C(=O)c3ccco3)=C(O)C(=O)N2c2ncccn2)cc1 (centres undefined)
-3,0.0,11,6,3,1,5,-2,3,-7,Cc1cc(N2CCCCC2)c(F)cc1[N+](=O)[O-]
0,0.7,-1,1,-1,0,3,-2,3,-8,CC(=O)NC(CC(=O)NNC(=O)COc1c(C)cccc1C)c1ccccc1 (centres undefined)
1,30*,2,7,7,2,1,i,i,7,CC1(C)CN(c2ccc(-c3ccnc4ncnn34)cc2)C1=O
6,0.1,2,8,3,0,1,0,2,11,Cc1cccc(N2CCN(C(=O)Cn3nc(C)n4cccc4c3=O)CC2C)c1 (centres undefined)
0,5.4,0,11,2,2,-6,-143,-156,15,O=C(O)CCC(=O)Nc1nc2nc(-c3ccccc3)cc(-c3ccccc3)n2n1
-4,1.2,4,7,-1,3,-2,-24,-26,19,CCOC(=O)c1cc(-c2ccco2)nc2c1c(C)nn2-c1ccccc1
5,0.5,-3,5,-1,-4,-3,-27,-27,-2,O=c1c2cc(Cl)ccc2nc(-c2ccccc2Cl)n1O
2,-9.8,6,11,-2,3,2,-135,-181,12,COc1cc(NC(=O)COc2ccc(Cl)cc2)ccc1-c1cc2ccccc2oc1=O
-2,-0.5,5,-7,-4,0,9,-1,0,-6,CCn1c(SCC(=O)NNC(=O)Cc2ccccc2)nnc1-c1ccncc1
-1,-0.3,2,-3,-4,3,-2,2,-5,-16,O=C(O)c1ccc2ncsc2c1
-6,0.3,-12,11,6,2,3,1,5,-4,CC(C)CCCN1C(N(C)C)=NC[C@@H]1Cc1ccccc1
5,0.2,-7,-9,-3,-4,6,-5,-13,-2,CN(C)c1ccc(NC(=O)C(=O)C2C(=O)Nc3ccccc32)cc1 (centres undefined)
1,0.5,20*,2,-8,4,0,4,-2,-15,CCOCCCNC(=O)C1CCN(C(=O)N(C)C)CC1
-4,0.4,-3,-3,-1,0,1,0,0,-3,Cc1nn(Cc2ccc(Cl)cc2)c2sc(C(=O)O)cc12
5,0.2,-33,4,-2,1,5,4,4,12,CN(C(=O)c1ccc(NC(=O)Cc2cccc(NC(=O)C3CCN(C(=O)c4ccccc4)CC3)c2)cc1)C1CCCC1

Structures shown so far that contain a thiophene ring, fused or not:
NR1D1 modulator,proKLK7 act,HGIII-sPLA2 inh,ARFGAP1 inhibitor,DDE Tn6 FP inh,UHRF1 binding,Tn7 DDE FP,PLC-gamma1 inh,PLC-beta3 inh,ASAP1 inh,Molecule
7,-0.3,-1,7,-2,-2,-10,0,-7,-5,Cc1cc2ncn(-c3ncnc4scc(-c5ccccc5)c34)c2cc1C
1,0.3,4,2,3,-2,4,-2,-6,9,N#Cc1c(NC(=O)C2CC(c3ccccc3Cl)=NO2)sc2c1CCC2 (centres undefined)
-4,0.4,-3,-3,-1,0,1,0,0,-3,Cc1nn(Cc2ccc(Cl)cc2)c2sc(C(=O)O)cc12
